# Compound activity deposited in PubChem BioAssay by National Center for Advancing Translational Sciences (NCATS).
# PTHR1 ag – activates the human parathyroid hormone receptor PTHR1. HEK293 GP2 PTHR1 cells, GloSensor cAMP luminescence, 1 h. Potency, µM (series often up to 115 µM), for inactives: at the top dose activation, usual class: activators. hit rate 0.075% among 410,000; note: nearly all actives have a fitted effect of over 55% in size; some results filed as inactive show a strong effect at the top dose; inactives centre near -15; many of its hits are not listed in these tables
# Target sequence (Q03431 whole entry, looked up): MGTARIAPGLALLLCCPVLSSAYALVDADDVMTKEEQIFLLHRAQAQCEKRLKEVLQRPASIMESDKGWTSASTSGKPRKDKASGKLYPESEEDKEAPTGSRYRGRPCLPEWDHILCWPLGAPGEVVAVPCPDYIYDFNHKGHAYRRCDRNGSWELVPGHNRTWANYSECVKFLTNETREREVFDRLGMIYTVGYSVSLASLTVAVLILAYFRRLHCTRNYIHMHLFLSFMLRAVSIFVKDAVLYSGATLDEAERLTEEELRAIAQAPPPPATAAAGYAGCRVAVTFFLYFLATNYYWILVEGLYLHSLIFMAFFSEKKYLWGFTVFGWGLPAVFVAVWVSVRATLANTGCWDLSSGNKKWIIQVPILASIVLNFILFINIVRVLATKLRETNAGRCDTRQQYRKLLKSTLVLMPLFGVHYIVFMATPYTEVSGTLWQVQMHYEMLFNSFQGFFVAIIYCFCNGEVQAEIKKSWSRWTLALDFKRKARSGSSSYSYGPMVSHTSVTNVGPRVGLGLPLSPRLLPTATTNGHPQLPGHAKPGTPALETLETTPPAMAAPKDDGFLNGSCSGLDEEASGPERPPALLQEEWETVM
#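 HEK-293-derived GP2 cells expressing PTHR1 and a GloSensor cAMP reporter, 3,000/well, plated overnight, given luciferin plus IBMX (each 0.5 mM as added) for 1 h at 37 °C, then compound for 1 h at 37 °C. Luminescence was read after 15 min at room temperature.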
# EPAC2 antag – antagonists of human EPAC2. EPAC2 GEF exchange of Rap1B-BODIPY-GDP, fluorescence. Potency, µM (doses to about 114 µM), inactives show top-dose activity, negative = inhibition, hits mostly inhibitors. hit rate 0.18% among 360,000; note: % is set by controls: 0 for no effect and ±100 for the full control effect; nearly all actives have a fitted effect of over 45% in size; many of its hits are not listed in these tables
# TDP43 rescue – TDP-43 toxicity inhibition in yeast | TDP-43 expressing yeast growth rescue, BacTiter-Glo, 24 h | Potency, µM (series often up to 46.1 µM), inactives show at the highest dose growth rescue (activation), most hits filed as activators | hit rate 1.8% among 410,000 | AID 652104; note: % of control where 0% means no effect; nearly all actives have a fitted effect of over 50% in size
#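 Luminescence from BacTiter-Glo reports growth of TDP-43-expressing yeast after 24 hr at 30 deg C with compound. Cells were raffinose-pregrown to mid-log, then seeded in galactose medium at OD600=0.02.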
# EPAC2 agonist – EPAC2 (human) agonism | Q8WZA2 | EPAC2 activation, biochemical qHTS; response scale: 100% = 6.5 mM cAMP response | Potency, µM (top dose mostly 154 µM), for the others: top-dose activation, hits mostly activators | hit rate 0.079% among 360,000; note: nearly all actives have a fitted effect of over 50% in size
#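 In this primary screen, activation is scored as increased exchange of BODIPY-GDP from Rap1B by 100 nM EPAC2, with 50 uM GDP as competitor. Signal is normalized to the 6.5 mM cAMP agonist control.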
# EPAC1 antagonist – EPAC1 (human) antagonism; O95398; EPAC1 GEF assay, Rap1b-BODIPY-GDP exchange fluorescence; Potency, µM (series often up to 115 µM), for the others: at the highest dose activity change, negative = inhibition, hits mostly inhibitors; hit rate 0.14% among 360,000;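 note: plate controls were vehicle for no effect and positive control for full effect; nearly all actives have a fitted effect of over 50% in size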
# EPAC1 agonist – EPAC1 (human) agonism. O95398. EPAC1 agonist qHTS, biochemical assay; response scale: 100% = response to 6.5 mM cAMP. Potency, µM (series often up to 154 µM), for inactives: at the highest dose activation, most hits filed as activators. hit rate 0.073% among 360,000. AID 720707; note: nearly all actives have a fitted effect of over 60% in size
#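 Fluorescent GDP-exchange assay: 100 nM EPAC1 with 250 nM Rap1B preloaded with BODIPY-GDP and 50 uM GDP; compounds tested as concentration series, 5 min at room temperature, then read every 5 min for 30 min (ex 480/em 540 nm); normalized to 6.5 mM cAMP.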
# FUS yeast rescue – suppressors of FUS proteinopathy in yeast; S. cerevisiae FUS-expressing, growth rescue, OD600, 24 h; Potency, µM (series often up to 76.6 µM), for the others: at the top dose growth rescue (activation), most hits filed as activators; hit rate 0.24% among 390,000;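 note: plate controls were DMSO vehicle for no effect and reference control for full effect; nearly all actives have a fitted effect of over 55% in size; some results filed as inactive show a strong effect at the top dose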
#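 Quantitative HTS measuring growth restoration of FUS-toxic yeast. Galactose-induced cells (OD 0.005) were exposed 24hr at 30C to compounds at several concentrations, then absorbance at 600 nm was recorded.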
# aSyn rescue – inhibitors of alpha-synuclein toxicity in yeast; Yeast expressing alpha-synuclein, growth rescue, BacTiter-Glo, 24 h; Potency, µM (titrated, usually from 46.1 µM), inactives show at the top dose growth rescue (activation), hits mostly activators; hit rate 0.14% among 370,000; note: % of control where 0% means no effect; nearly all actives have a fitted effect of over 65% in size
#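 Screening used galactose-induced yeast with toxic alpha-synuclein levels, exposed to compound for 24 hr at 30 deg C. Cell growth, read with BacTiter-Glo luminescence, gave the measured signal.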
# The depositor's hits bear a star; i = inactive; ? = inconclusive; · = no result given; [ ] = another dose, or the depositor's remark. Calls come from the whole dose curve; as a rule, active = well fitted curve in the direction sought with a large enough effect; inconclusive = small, poorly fitted or top-dose-only effect, or another doubt; inactive = no such curve, though single readings can be large; an effect the other way counts as inactive or inconclusive. Potency is the fitted concentration of half-maximal effect. Some of the compounds tested (hit frequency here may not be typical).
# The opening 11 compounds, ahead of the listing:
SMILES,PTHR1 ag,EPAC2 antag,TDP43 rescue,EPAC2 agonist,EPAC1 antagonist,EPAC1 agonist,FUS yeast rescue,aSyn rescue
O=[N+]([O-])c1cccc(-c2nnc3ccccn23)c1,i,-3%,3%,11%,8%,19%,3%,3%
CN(C)c1ccc(/C=C2\CCC/C(=C\c3ccccc3)C2=O)cc1,-30%,46%[activator],-6%,?,12%,24%,·,2%
Cc1ccc(S(=O)(=O)n2ccc3c(OCCOCCNCc4ccc(F)cc4)cccc32)cc1,-8%,1%,1%,11%,-3%,1%,39%,-25%
COc1ccc(Cl)cc1NC(=O)NCCCl,-23%[57.5 µM],-8%,-14%,3%,-12%,-6%,8%,-1%
CCCn1nc(C(=O)OCC(=O)Nc2ccc(C)cc2)c2ccccc2c1=O,-20%,1%,-18%,0%,-6%,-18%,12%,2%
COc1ccccc1C(=O)NC(=O)CSc1nnnn1C,i,5%,24%,5%,-13%,-1%,-4%,-12%
COc1cccc(/C=N/Nc2cc(C)nc(-c3ccccc3O)n2)c1O,-1%,-6%,?,5%,-4%,-5%,14%,-17%
COCCNC(=O)Cn1cnc2sc(C)c(S(=O)(=O)N3CCC(C)CC3)c2c1=O,i,14%,-8%,1%,2%,-4%,-5%,-9%
CCC(C)(C)NC(=O)C(c1ccc(C)o1)N(Cc1ccc2c(c1)OCO2)C(=O)c1snc(C(N)=O)c1N (configuration not stated),-1%,14%,14%,-13%,11%,-8%,1%,-5%
O=C(NCCNc1nccc(C(F)(F)F)n1)c1cccs1,i,6%,10%,5%,9%,-5%,-2%,0%
CCN1CCN(S(=O)(=O)c2ccc(OC)c(NC(=O)c3ccccc3F)c2)CC1,-18%,0%,-9%,-1%,-11%,8%,4%,-3%

# Main list, from the first entry:
SMILES,PTHR1 ag,EPAC2 antag,TDP43 rescue,EPAC2 agonist,EPAC1 antagonist,EPAC1 agonist,FUS yeast rescue,aSyn rescue
O=[N+]([O-])c1cccc(-c2nnc3ccccn23)c1,i,-3%,3%,11%,8%,19%,3%,3%
CN(C)c1ccc(/C=C2\CCC/C(=C\c3ccccc3)C2=O)cc1,-30%,46%[activator],-6%,?,12%,24%,·,2%
Cc1ccc(S(=O)(=O)n2ccc3c(OCCOCCNCc4ccc(F)cc4)cccc32)cc1,-8%,1%,1%,11%,-3%,1%,39%,-25%
COc1ccc(Cl)cc1NC(=O)NCCCl,-23%[57.5 µM],-8%,-14%,3%,-12%,-6%,8%,-1%
CCCn1nc(C(=O)OCC(=O)Nc2ccc(C)cc2)c2ccccc2c1=O,-20%,1%,-18%,0%,-6%,-18%,12%,2%
COc1ccccc1C(=O)NC(=O)CSc1nnnn1C,i,5%,24%,5%,-13%,-1%,-4%,-12%
COc1cccc(/C=N/Nc2cc(C)nc(-c3ccccc3O)n2)c1O,-1%,-6%,?,5%,-4%,-5%,14%,-17%
COCCNC(=O)Cn1cnc2sc(C)c(S(=O)(=O)N3CCC(C)CC3)c2c1=O,i,14%,-8%,1%,2%,-4%,-5%,-9%
CCC(C)(C)NC(=O)C(c1ccc(C)o1)N(Cc1ccc2c(c1)OCO2)C(=O)c1snc(C(N)=O)c1N (configuration not stated),-1%,14%,14%,-13%,11%,-8%,1%,-5%
O=C(NCCNc1nccc(C(F)(F)F)n1)c1cccs1,i,6%,10%,5%,9%,-5%,-2%,0%
CCN1CCN(S(=O)(=O)c2ccc(OC)c(NC(=O)c3ccccc3F)c2)CC1,-18%,0%,-9%,-1%,-11%,8%,4%,-3%
O=C(NNC(=S)Nc1ccccc1)Nc1ccccc1,-13%,-4%,-8%,13%,-16%,12%,7%,-3%
Cc1ccc(S(=O)(=O)Nc2ccc(Cl)cc2C(=O)c2ccccc2)cc1,-91%[inhibitor],-26%,-4%,21%,?,1%,·,2%
O=C(NCCCN1CCOCC1)C(=O)NCC1OCCN1S(=O)(=O)c1cc(F)ccc1F (configuration not stated),4%,-1%,-21%,-5%,-1%,14%,·,-10%
O=c1cc(-c2ccccc2)[nH]c2ccc(F)cc12,i,2%,8%,4%,4%,3%,9%,3%
O=C(NNC(=S)Nc1ccccc1)c1ccncc1,i,9%,21%,1%,5%,-4%,·,-3%
OC(c1ccc(Cl)c(Cl)c1)c1ncc(-c2ccccc2F)[nH]1 (configuration not stated),-2%,-27%,15%,0%,-17%,-4%,-9%,?
NC(=O)CC(NC(=O)c1ccccc1)c1ccc(NC2CCCCCCC2)c([N+](=O)[O-])c1 (configuration not stated),-86%[inhibitor],4%,26%,-9%,-11%,-6%,5%,1%
COc1cc(S(=O)(=O)N2CCOCC2)cc(C(=O)NCC(c2cccs2)N2CCOCC2)c1OC (configuration not stated),i,10%,9%,0%,-4%,-3%,-10%,2%
CCOC(=O)c1ncn2c1C(=O)OC2(C)C,i,4%,13%,-3%,6%,-3%,8%,-7%
O=C(Cn1cc(C(F)(F)F)ccc1=O)N/N=C/c1ccc(O)cc1,i,-1%,11%,-11%,9%,-5%,8%,0%
Nc1nc(SCc2ccccc2Cl)ns1,-12%[57.5 µM],-2%,?,0%,0%,6%,0%,2%
O=C(O)C1CCCCC1C(=O)Nc1ccccn1 (configuration not stated),i,9%,-2%,4%,0%,-6%,8%,17%
CN(C(=O)COC(=O)c1ccc2c(c1)OCO2)C1CCCCC1,-1%,2%,-31%[inhibitor],6%,8%,-10%,10%,6%
COc1ccc(NC(=O)c2ccc(NC(=O)CSc3nc(N)cc(=O)[nH]3)cc2)cc1,i,10%,9%,11%,-11%,9%,-5%,?
Cc1ccc(S(=O)(=O)NCCC(=O)Nc2ccc3c(c2)OCO3)cc1,-5%,-4%,-22%,9%,-10%,-3%,-2%,1%
CCC(=O)N(CCc1ccccc1)Cc1cc2ccc(OC)cc2[nH]c1=O,-11%,1%,-4%,5%,-5%,-12%,-15%,1%
Cn1c(OCC2CCCO2)nc2cc(-c3ccccc3)sc2c1=O (configuration not stated),-96%[inhibitor],-14%,35µM*,10%,-11%,13%,33%,11%
Cc1cc(NC(=O)c2ccc3c(c2)C(=O)N(CC(C)C)C3=O)no1,-15%,-1%,3%,-10%,3%,-10%,-11%,-2%
COc1cccc(CNC(=O)[C@@H]2CCCN2)c1,i,-2%,22%,4%,20%,4%,-15%,0%
COc1ccc(-c2csc(N(CCCN(C)C)C(=O)c3ccc(OC)c(OC)c3)n2)cc1,6%,3%,-10%,1%,16%,-7%,-12%,3%
COc1ccc(C(=O)CSc2nn3c(=O)c(C(C)(C)C)nnc3s2)cc1,-4%[57.5 µM],9%,-5%,0%[15.6 µM],-19%,14%,-5%,0%
CC(NS(=O)(=O)c1ccc2c(c1)OCCCO2)C(=O)O (configuration not stated),i,6%,1%,-1%,9%,3%,·,1%
CCOc1ccc(S(=O)(=O)NCCC(=O)N2CCCC(C)C2)cc1 (configuration not stated),i,9%,19%,-2%,-8%,19%,17%,1%
COCCNC(=O)C1CCCN(C(=O)C2(c3ccc(Cl)cc3)CCCC2)CC1 (configuration not stated),i,-3%,15%,7%,-14%,4%,5%,-1%
OCC[C@@H]1C[C@H](O)[C@@H](O)[C@]2(Cc3ccccc3CO2)O1,-20%,-11%,?,12%,9%,8%,-20%,-3%
Cc1cc(C)n2nc(C(=O)NCC(=O)Nc3ccc(F)c(F)c3)nc2n1,-11%,11%,6%,-7%,-7%,3%,10%,-10%
CC(=O)c1ccc(N2CCN(S(=O)(=O)c3ccc4ccccc4c3)CC2)cc1,-49%[inhibitor],4%,2%,2%,31%[activator],-4%,5%,0%[1.84 µM]
CCC(CC)c1ncc[nH]1,-19%,7%,-4%,2%,-10%,-1%,-34%,8%
O=C(Nc1ccc(Nc2ccccc2)cc1)C1CC1,i,-5%,20%,2%,9%,1%,21%,-9%
CC(C)C(C(=O)NC1CCCCC1)N(CC1CCCO1)C(=O)CNS(=O)(=O)c1ccc(F)cc1 (configuration not stated),i,8%,-31%[inhibitor],-4%,5%,-7%,12%,-5%
O=C(O)C1=C[C@@H](c2csc3ccccc23)C[C@@H](OCc2ccc(CO)cc2)O1,24%,6%,-31%[inhibitor],0%,5%,0%,-7%,-2%
O=C(Nc1ccc2c(c1)OCO2)c1ccc(N2CCCC2)c([N+](=O)[O-])c1,-60%[inhibitor],-1%,12%,-3%,-16%,0%,·,-2%
CCc1cccc(CC)c1-n1c(SCC(=O)N2CCc3ccccc3C2)nnc1-c1cccnc1,-23%,7%,5%,2%,-16%,14%,?,4%
Cc1ccc(Cc2c(-c3ccccc3)nc3ccc(Br)cn23)cc1,-38%[inhibitor],-15%,22µM*,17%,-8%,-4%,30%,18%
C[C@@H]1CN([C@H](C)CO)C(=O)CCCn2cc(nn2)CO[C@H]1CN(C)C(=O)Nc1ccc2c(c1)OCO2,-24%,-17%,?,11%,11%,6%,-21%,0%
COc1ccc(OCC(=O)Nc2cc3c(cc2C(=O)O)OCCCO3)cc1,i,0%,-16%,10%,17%,5%,6%,-1%
CCOC(=O)N1CCN(C(=O)Cn2nc(C)c3sc4ccccc4c3c2=O)CC1,-1%[57.5 µM],2%,0%,0%,-2%,-4%,6%,21%
CC(NC(=O)CCn1ccc2cc(S(=O)(=O)N3CCCC3)ccc21)c1ccccc1 (configuration not stated),i,3%,-7%,-6%,-12%,3%,5%,0%
C=CC(=O)NC(NC(=O)C=C)c1ccccc1F,i,-7%,-19%,4%,-4%,5%,22%,-4%
CCCCn1c(CCn2nc(C)c(Br)c2C)n[nH]c1=S,i,-1%,7%,-6%,2%,4%,23%,-4%
CN(C(=O)c1cc2n(n1)C(C(F)(F)F)CC(c1ccco1)N2)c1ccc(OC(F)(F)F)cc1 (configuration not stated),-1%,-10%,2%,-2%,-12%,-6%,22%,-2%
